# Screening results as filed in PubChem BioAssay.
# HT1080 IDH1KD tx: toxicity to HT-1080 IDH1 knockdown cells (counter line); HT-1080 IDH1 knockdown viability, ATP luminescence, 48 h; Potency, µM (series often up to 46.1 µM), for the others: top-dose activity, negative = toxicity, actives largely listed as cytotoxic; AID 686971; hit rate 2% among 360,000;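 further: potency means the concentration at half of the fitted maximal effect; 0% = DMSO wells and -100% = cell-free medium wells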
#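 % activity derives from luminescence (CellTiter-Glo), normalised to DMSO and no-cell wells. HT-1080-IDH1KD cells, 750/well, had 48 h compound exposure at 37 °C.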
# KB-V1 cytotox: kills drug-selected multidrug resistant KB-V1 cells; Potency, µM (top dose mostly 46.1 µM), for inactives: top-dose activity change, negative = cytotoxicity, usual class: cytotoxic; AID 1347076; hit rate 3.4% among 400,000; KB-V1 MDR cells viability, CellTiter-Glo, 72 h; further: potency means the concentration at half of the fitted maximal effect; on the % scale 0 is the no-effect control and ±100 the full control effect; nearly all actives have a fitted effect of over 60% in size
#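 KB-V1 cells (P-gp-expressing MDR subline of KB-3-1) in phenol-red-free DMEM with 10% FBS were exposed to library compounds over a concentration series for 72 h at 37 degrees C. Viability read by CellTiter-Glo luminescence; concentration-effect curves fitted after normalization.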
# DRD3 agonist: agonists of human D3 dopamine receptor | P35462 | D3R DiscoveRx beta-arrestin cells, luminescence, 90 min | max activation, % | hit rate 0.58% among 410,000; in the data active means max activation above about 30%; further: 0% is about no effect; mostly tested at two doses, the higher about 12 µM
# Target sequence (P35462 whole entry, looked up): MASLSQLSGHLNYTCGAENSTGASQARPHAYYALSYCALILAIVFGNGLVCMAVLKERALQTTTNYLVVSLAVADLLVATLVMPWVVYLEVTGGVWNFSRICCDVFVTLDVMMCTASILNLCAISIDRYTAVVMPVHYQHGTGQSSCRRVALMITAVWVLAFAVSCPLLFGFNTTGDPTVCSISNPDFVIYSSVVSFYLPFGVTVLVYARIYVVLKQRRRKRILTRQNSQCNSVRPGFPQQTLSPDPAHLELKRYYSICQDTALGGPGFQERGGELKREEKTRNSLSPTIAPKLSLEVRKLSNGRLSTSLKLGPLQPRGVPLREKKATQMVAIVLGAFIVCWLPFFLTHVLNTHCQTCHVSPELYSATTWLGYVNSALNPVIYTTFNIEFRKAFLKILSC
#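 Agonist mode: compounds and dopamine controls were applied to plated cells for 90 min at 37 degrees C after an overnight attachment at 1500 cells/well. Luminescent read-out followed 30 - 60 minutes at room temperature with DiscoveRx detection reagent.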
# KB-3-1 tox: KB-3-1 parental cell cytotoxicity; AID 1347075; KB-3-1 viability, CellTiter-Glo ATP luminescence, 72 h; Potency, µM (series often up to 46.1 µM), for the others: top-dose activity change, negative = cytotoxic, usual class: cytotoxic; hit rate 1.4% among 400,000; further: potency means the concentration at half of the fitted maximal effect; on the % scale 0 is the no-effect control and ±100 the full control effect; nearly all actives have a fitted effect of over 60% in size
#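 Cytotoxicity measured as CellTiter-Glo luminescence after 72 h at 37 C. Compound titrations were pinned onto drug-naive KB-3-1 parental adenocarcinoma cells grown in DMEM with 10% FBS, and normalized data fitted to concentration-response curves.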
# HT1080NT lethal: kills 2HG-producing HT-1080-NT fibrosarcoma cells. hit rate 1.6% among 360,000. Potency, µM (titrated, usually from 46.1 µM), inactives show at the top dose activity, negative = less viability, usual class: cytotoxic. HT-1080-NT fibrosarcoma viability, CellTiter-Glo ATP luminescence, 48 h;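 further: NT is the 2HG producing partner of a matched IDH1 knockdown line; potency means the concentration at half of the fitted maximal effect; 0% = DMSO-treated cells and -100% = media-only wells without cells; nearly all actives have a fitted effect of over 55% in size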
#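 A 48-hour cytotoxicity screen used HT-1080-NT cells plated 2 hours before compound delivery. ATP-based CellTiter-Glo luminescence measured viability, normalized to DMSO and no-cell controls.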
# DRD3 antagonist: blocks the human D3 dopamine receptor; P35462; D3R cells, DiscoveRx beta-arrestin luminescence, antagonist mode; stronger effect = lower value; max response, negative = inhibition, %; hit rate 2.5% among 360,000; in the data active means max response below about -50%; inconclusive means no clear call, values can overlap the other calls; further: on the % scale 0 is the no-effect control and ±100 the full control effect; mostly tested at two doses, the higher about 12 µM
#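 Cells plated overnight at 1500 cells/well, then exposed to library compounds with dopamine controls for 90 minutes at 37 degrees C. DiscoveRx reagent added for 30–60 minutes at room temperature; luminescence read, quantitative HTS format.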
# IL-1B inflam inh: inflammasome signaling inhibition, IL-1 beta readout. activity change, % at 57.5 µM. hit rate 4.7% among 360,000. THP-1 LPS/ATP IL-1B secretion, AlphaLISA, 16 h; stronger effect = lower value; in the data active means activity change below about -50%; inconclusive means mostly about -30% to -49%; further: on the % scale 0 is the no-effect control and ±100 the full control effect
#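 Secreted IL-1B measured by AlphaLISA bead assay after 16 h compound exposure of THP-1 cells; compounds (final up to 57.5 uM) added 1 h before LPS (250 ng/mL) and ATP (1.25 mM) stimulation; lower signal means less secretion.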
# SW480 rerep: DNA re-replication induction in SW480 cells. hit rate 1.8% among 340,000. Potency, µM (highest dose often 46.1 µM), for inactives: at the highest dose re-replication activation, most hits filed as activators. SW480 DNA re-replication, Hoechst DNA content imaging, 48 h; further: potency means the concentration at half of the fitted maximal effect; % of control where 0% means no effect; nearly all actives have a fitted effect of over 55% in size
#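 Image-based read-out: total Hoechst fluorescence of nuclei (405 nm excitation, 500-530 nm emission), with hits raising the fraction of high-intensity nuclei. SW480 colon cells incubated 48 hr with compounds at 37 C.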
# GLP1R ag: agonists of human GLP-1 receptor; P43220; HEK293 GLP-1R CRE-luciferase, luminescence, 4-6 h; cells express a hypersensitive GLP-1R form; Potency, µM (titrated, usually from 45.6 µM), for the others: top-dose activation, hits mostly activators; hit rate 0.007% among 380,000; AID 624172; further: potency means the concentration at half of the fitted maximal effect; % of control where 0% means no effect
# Target sequence (P43220 whole entry, looked up): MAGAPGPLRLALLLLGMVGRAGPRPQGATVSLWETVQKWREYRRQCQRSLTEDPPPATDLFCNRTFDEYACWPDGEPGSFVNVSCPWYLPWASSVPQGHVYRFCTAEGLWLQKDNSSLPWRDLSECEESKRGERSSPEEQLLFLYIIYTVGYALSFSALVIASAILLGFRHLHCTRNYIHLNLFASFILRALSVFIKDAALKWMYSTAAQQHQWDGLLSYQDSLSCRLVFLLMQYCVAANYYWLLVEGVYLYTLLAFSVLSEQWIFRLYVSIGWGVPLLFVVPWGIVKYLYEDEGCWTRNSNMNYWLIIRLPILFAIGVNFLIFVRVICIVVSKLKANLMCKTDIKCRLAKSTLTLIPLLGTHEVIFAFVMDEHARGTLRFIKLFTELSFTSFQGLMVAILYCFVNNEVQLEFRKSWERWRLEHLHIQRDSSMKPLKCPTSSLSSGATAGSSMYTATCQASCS
# * = called active by the depositor; u = inconclusive; x = not tested or not shown; [ ] = remark or other dose. Unless noted, the call rests on the fitted dose curve; in most records, active means well fitted curve in the direction sought with a large enough effect; inconclusive means small, poorly fitted or top-dose-only effect, or another doubt; inactive means no such curve, though single readings can be large; an effect the other way counts as inactive or inconclusive.
# Second line of a record: HT1080 IDH1KD tx, KB-V1 cytotox, DRD3 agonist, KB-3-1 tox, HT1080NT lethal, DRD3 antagonist, IL-1B inflam inh, SW480 rerep, GLP1R ag
COC(=O)[C@]12CCCCC=C1N(CCC1=CCCCC1)C(=O)[C@H](CC(=O)N1CCCCC1)C2
    -25%, -24%, -11, -13%, -18%, -3, -6, x, 4%
CSCCC(NS(=O)(=O)c1ccccc1)C(=O)OCc1cc(=O)oc2cc(O)ccc12 (configuration not stated)
    -8%, -1%, -1, 24%, -3%, -52*, 4, -3%, 15%
O=C(NNS(=O)(=O)c1ccc(Cl)cc1)C1CCN(Cc2ccccc2)CC1
    -6%, -3%, -4, 4%, -5%, u, 7, -7%, 3%
O=C(c1ccc(S(=O)(=O)Cc2cc(F)ccc2F)c([N+](=O)[O-])c1)N1CCCC1
    21µM*, 2%, -6, -5%, u, -8, -108*, 3%, -4%
CCOc1cc(C2C3=C(CC(C)(C)CC3=O)N(C)C3=C2C(=O)CC(C)(C)C3)ccc1O
    0%, -49%, 0, -5%, -1%, -5, 8, u, 11%
CC(=O)c1cnc2nc(SCc3ccc(Cl)cc3)nn2c1C
    -13%, -10%, -23, 0%, -11%, -20, -16, -13%[9.22 µM], 17%
OCCNc1nc(N2CCOCC2)nc(N2CCOCC2)n1
    23%, -3%, 5, -1%, 1%, 2, -5, -14%, 0%
Cc1c(C(=O)NC(C)CCc2ccccc2)cccc1[N+](=O)[O-] (configuration not stated)
    15%, -17%, 3, -18%, 12%, 15, -9, 3%, 4%
Oc1cnn(-c2ccccc2)c1
    -4%, 11%, 3, -15%, 0%, -27, 10, 1%, -1%
CCOc1cc(/C=N/NC(=O)c2nnn(-c3nonc3N)c2C)ccc1OCc1ccc(F)cc1
    6%, -13%, 0, 21%, -4%, -4, 0, 18%, -6%
Cc1c(NC(=O)c2ccc3c(c2)C(=O)N(CC2CCCO2)C3=O)cccc1C(=O)O (configuration not stated)
    -10%, -13%, 5, -10%, -7%, 15, 12, 4.1µM*, -9%
O=C(Nc1ccccc1)N1CCC(C(=O)N(Cc2ccco2)Cc2cccs2)CC1
    3%, -15%, 1, 3%, 4%, 1, -7, -16%, -4%
O=C1CCC2(CCCCC2)N1
    -1%, 0%, -9, 6%, -8%, 0, 19, -8%, -1%
O=C(CN1C(=O)NC2(CCCCC2)C1=O)Nc1ccc(Cl)cc1
    0%, -11%, 6, 4%, -13%, 2, 3, 0%, -2%
CCOc1ccccc1OCC(=O)NCCc1ccc(S(N)(=O)=O)cc1
    15%, -5%, -21, 12%, 4%, 0, -7, u, -3%
O=C(Nc1ccccc1C(=O)OCC(=O)N1CCc2ccccc2C1)c1ccco1
    -2%, u, -7, -12%, -2%, -3, -14, 4%, -2%
N#CCCN(C(=O)Cn1nc(C(=O)O)c2ccccc2c1=O)c1ccccc1
    11%, 12%, 15, 3%, 6%, -7, 15, -6%, 10%
COCCn1c(SCC(=O)c2ccc3c(c2)OCCO3)nnc1C(C)C
    6%, 2%, 1, 9%, 7%, -26, 1, -2%, -7%
Fc1ccc(-c2nnc3sc(C4COc5ccccc5O4)nn23)cc1 (configuration not stated)
    u, -8%, -28, -3%, -17%, 8, -17, 14%, -20%
CCN(CC)CCN1C(=O)C(=O)/C(=C(/O)c2c(C)[nH]c(C(=O)OC)c2C)C1c1ccccc1 (configuration not stated)
    -1%, 3%, 1, -20%, -5%, -15, -5, -1%, -1%
Cc1noc(C)c1S(=O)(=O)Nc1cc(C(F)(F)F)ccc1N1CCOCC1
    -1%, -15%, -2, -9%, -12%, -8, 3, -4%, -5%
COc1ccc(OC)c2[nH]c(=O)c(CCNS(=O)(=O)c3ccc(C)cc3)cc12
    16%, -21%, -1, 4%, 14%, -6, -11, -7%, 0%
COc1ccc(C)cc1S(=O)(=O)NCc1ccccn1
    -2%, 16%, -7, 9%, 1%, 36, -11, x, 10%
Cc1nn(C)c(Cl)c1CN1CCC(CO)(CCOc2ccccc2)CC1
    -1%, u, -8, -4%, -7%, -2, -3, 1%, 7%
CCCC(C)NS(=O)(=O)c1ccccc1 (configuration not stated)
    1%, 1%, 13, 1%, 0%, -9, 22, 6%, 3%
COc1nc(NCc2ccc(Cl)cc2)nc(OC)n1
    -5%, -9%, 6, 20%, -10%, 12, -18, 1%, 15%
Cc1ccc(O)c(C(CC(=O)NCc2cccnc2)c2ccccc2)c1 (configuration not stated)
    0%, -23%, 7, -2%, 0%, -1, 58, 1%, 1%
O=C1C2ON(c3ccccc3)C(c3cccnc3)C2C(=O)N1Cc1ccccc1 (configuration not stated)
    u, 27%, 0, -1%, 1%, 11, 23, 6%, -1%
CCCCCn1c(=O)[nH]c2cc(C(=O)N3CCN(C(=O)OCC)CC3)ccc2c1=O
    11%, u, -8, -8%, 8%, 1, -1, 2%, 8%
O=C(CCN1C(=O)C2C3CCC(C3)C2C1=O)OCC(=O)c1ccc(Br)cc1 (configuration not stated)
    -4%, u, -2, 12%, -1%, -20, 46, -2%, 2%

# One compound at a time, from the list above. Screens in order: HT1080 IDH1KD tx | KB-V1 cytotox | DRD3 agonist | KB-3-1 tox | HT1080NT lethal | DRD3 antagonist | IL-1B inflam inh | SW480 rerep | GLP1R ag
# COCCn1c(SCC(=O)c2ccc3c(c2)OCCO3)nnc1C(C)C is listed with 6% | 2% | 1 | 9% | 7% | -26 | 1 | -2% | -7%
# Cc1c(C(=O)NC(C)CCc2ccccc2)cccc1[N+](=O)[O-] (configuration not stated) is listed with 15% | -17% | 3 | -18% | 12% | 15 | -9 | 3% | 4%
# Cc1nn(C)c(Cl)c1CN1CCC(CO)(CCOc2ccccc2)CC1 is listed with -1% | u | -8 | -4% | -7% | -2 | -3 | 1% | 7%
# Cc1ccc(O)c(C(CC(=O)NCc2cccnc2)c2ccccc2)c1 (configuration not stated) is listed with 0% | -23% | 7 | -2% | 0% | -1 | 58 | 1% | 1%
# COc1ccc(OC)c2[nH]c(=O)c(CCNS(=O)(=O)c3ccc(C)cc3)cc12 is listed with 16% | -21% | -1 | 4% | 14% | -6 | -11 | -7% | 0%

# (next part)
# Second line of a record: HT1080 IDH1KD tx, KB-V1 cytotox, DRD3 agonist, KB-3-1 tox, HT1080NT lethal, DRD3 antagonist, IL-1B inflam inh, SW480 rerep, GLP1R ag
CNC(=O)C1Cc2ccccc2CN1S(=O)(=O)c1cccs1 (configuration not stated)
    14%, -12%, -1, 3%, 17%, -8, 24, 0%, 0%
O=C(O)c1ccc(/C=N/NC(=O)c2cc3c(ccc4ccccc43)o2)cc1
    12%, -10%, 1, -6%, 1%, 17, u, 2%, -3%
O=S(=O)(c1cccs1)N1CCCCC1
    -6%, -2%, -5, -2%, -9%, 0, -10, x, -3%
CCOC(=O)C1=CCN(S(=O)(=O)c2cccc(Cl)c2)C1c1cccc(C)c1 (configuration not stated)
    -1%, -2%, -6, 0%, -24%, 17, -20, x, -1%
C/C(CCc1ccco1)=N\NC(=O)CNc1cccc2ccccc12
    -16%, -16%, 1, 5%, -10%, -2, 41, 13%, -1%
CC1(C(=O)NS(=O)(=O)c2cccc(Cl)c2)CCN1C(=O)Cc1ccccc1 (configuration not stated)
    13%, -28%, 5, 0%, 19%, 1, 0, x, -4%
COc1ccc(/C=N/NC(=O)CCCCCNC(=O)c2ccccc2)cc1
    -4%, 6%, 6, 5%, 8%, -1, 26, 20%, 0%
Cc1ccc(N2CC(C(=O)OCC(=O)Nc3ccc(F)cc3F)CC2=O)cc1 (configuration not stated)
    1%, -25%, 1, -1%, 15%, 10, -2, -5%, 1%
C=CCNC(=S)NNC(=O)c1ccc(OCC)cc1
    1%, -10%, 5, -1%, 1%, 34, 3, u, -2%
O=C(COc1cc2oc(=O)c3c(c2cc1Cl)CCC3)Nc1ccc(CN2CCOCC2)cc1
    u, u, 0, 25%, 18%, 7, -3, -8%, 9%
Cc1oc(CC(C)C)c(CN2CCCC2)c1C(=O)O
    9%, 4%, 0, 10%, 12%, 24, 8, -3%, 0%
C=CCN(CC=C)C(=O)CCc1nnc(CCc2c[nH]c3ccccc23)o1
    0%, -25%, 2, -4%, -2%, -9, -2, 3%, 0%
Cc1cc(NC(=O)CSc2c[nH]c3ccccc23)no1
    -18%, 0%, 1, -12%, -19%, 2, 23, u, 4%
CSCCC(NS(=O)(=O)/C=C/c1ccccc1)C(=O)NCCc1ccc(S(N)(=O)=O)cc1 (configuration not stated)
    -9%, 16%, 2, -1%, -12%, 0, 3, -6%, u
CN(C)c1cccc(NC(=O)C2(C)CC2(Cl)Cl)c1 (configuration not stated)
    0%, 7%, 2, 28%, 8%, -9, -2, -2%, -2%
Cc1cccc(NC(=O)Cn2nnc(C(=O)NCc3cccs3)c2N)c1C
    -14%, 18%, 7, 1%, -18%, 11, 0, 1%, -3%
COc1ccc(S(=O)(=O)N(C)CC(=O)O)c2ccccc12
    -9%, 7%, -17, -2%, 19%, -16, 20, 2%, -7%
Cc1nn(CC(=O)Nc2ccc(Cl)cn2)c(C)c1Br
    12%, -5%, -3, 5%, 7%, -8, 31, 0%, 0%
CC(=NNC(=S)N1CCN(C2CCCCCC2)CC1)c1ccccn1
    u, u, -16, u, 21µM*, u, -98*, u, 6%
Cc1ccnc(NS(=O)(=O)c2ccc(NC(=O)c3cccc(Cl)c3)cc2)n1
    -2%, 19%, -9, -10%, -1%, 18, 21, x, -1%

# Reformatted with bars between the fields: entries from further up
Compound | HT1080 IDH1KD tx | KB-V1 cytotox | DRD3 agonist | KB-3-1 tox | HT1080NT lethal | DRD3 antagonist | IL-1B inflam inh | SW480 rerep | GLP1R ag
O=C(Nc1ccccc1C(=O)OCC(=O)N1CCc2ccccc2C1)c1ccco1 | -2% | u | -7 | -12% | -2% | -3 | -14 | 4% | -2%
N#CCCN(C(=O)Cn1nc(C(=O)O)c2ccccc2c1=O)c1ccccc1 | 11% | 12% | 15 | 3% | 6% | -7 | 15 | -6% | 10%
